inhibitors of VEEV – inhibitors of VEEV TC-83 cytopathic effect, confirmation, Vero cells (AID 588727). 0.13% of 350,000 active. inhibition, % at 20 µM; hits with a dose series show IC50 in µM. Vero cells, VEEV TC-83 cytopathic effect inhibition; higher % means a stronger effect; in the data active = a potency from the dose series; also: strong numbers were not always called active
* = called active by the depositor; i = inactive. This is a subset (hit frequency here may not be typical).

1) C[C@H]1CN([C@@H](C)CO)C(=O)CCCn2nncc2CO[C@@H]1CN(C)S(=O)(=O)c1ccc(-n2cccn2)cc1
  inhibitors of VEEV = 2.3%

2) Cc1ccc(S(=O)(=O)N(C)C[C@H]2OCc3cnnn3CCCC(=O)N([C@@H](C)CO)C[C@H]2C)cc1
  inhibitors of VEEV = i

3) C[C@@H]1CN([C@H](C)CO)C(=O)c2cc(NC(=O)Nc3ccc(F)cc3)ccc2O[C@@H](C)CCCCO[C@H]1CN(C)Cc1ccc(C(=O)O)cc1
  inhibitors of VEEV = 1.8%

4) CCSc1nnc(NC(=O)C2CCCN(C(=O)c3ccc(Cl)cc3)C2)s1 (configuration not stated)
  inhibitors of VEEV = i

5) CCOC(=O)C1(C(=O)OCC)COC(=O)C1CN1Cc2cc3ccccc3nc2C1 (configuration not stated)
  inhibitors of VEEV = 2.3%

6) COc1ccc(NC(=O)CN(C)C(=O)c2ccc3c(c2)CC(c2ccccc2)OC3=O)cc1 (configuration not stated)
  inhibitors of VEEV = i

7) COc1ccc(-c2cc3nc(C)c(C)c(N4CCN(C(=O)c5ccoc5)CC4)n3n2)cc1
  inhibitors of VEEV = 8.6%

8) COc1ccc(N2C(=O)CC(Sc3nccc(C)n3)C2=O)c(OC)c1 (configuration not stated)
  inhibitors of VEEV = 0.5%

9) CCn1c(=O)c2[nH]c(SC)nc2n(CC)c1=O
  inhibitors of VEEV = 1.1%

10) CCN1C(=O)[C@H]2[C@@H](c3ccc(C)cc3)N[C@]3(CCCN(Cc4ccc(C(F)(F)F)cc4)C3=O)[C@H]2C1=O
  inhibitors of VEEV = i

11) O=[N+]([O-])c1ccc(N2CCOCC2)c2c1no[n+]2[O-]
  inhibitors of VEEV = i

12) CN(Cc1cc(Cl)cc(Cl)c1)[C@H]1C[C@H]2c3[nH]c4ccccc4c3CCN2C(=O)[C@H]1CO
  inhibitors of VEEV = 0.7%

13) Cc1ccc(Cc2c(-c3ccc(Br)cc3)nc3ccc(Br)cn23)cc1
  inhibitors of VEEV = 6.9%

14) C[C@@H]1CN([C@@H](C)CO)C(=O)c2cc(Br)cnc2O[C@H]1CN(C)C(=O)NC1CCCC1
  inhibitors of VEEV = 1.0%

Another view of some results above:
| # | compound | inhibitors of VEEV |
| --- | --- | --- |
| 10 | CCN1C(=O)[C@H]2[C@@H](c3ccc(C)cc3)N[C@]3(CCCN(Cc4ccc(C(F)(F)F)cc4)C3=O)[C@H]2C1=O | i |
| 7 | COc1ccc(-c2cc3nc(C)c(C)c(N4CCN(C(=O)c5ccoc5)CC4)n3n2)cc1 | 8.6% |

Fetched by compound from above (3):
9) CCn1c(=O)c2[nH]c(SC)nc2n(CC)c1=O
  inhibitors of VEEV = 1.1%

3) C[C@@H]1CN([C@H](C)CO)C(=O)c2cc(NC(=O)Nc3ccc(F)cc3)ccc2O[C@@H](C)CCCCO[C@H]1CN(C)Cc1ccc(C(=O)O)cc1
  inhibitors of VEEV = 1.8%

13) Cc1ccc(Cc2c(-c3ccc(Br)cc3)nc3ccc(Br)cn23)cc1
  inhibitors of VEEV = 6.9%
